Compound activity deposited in PubChem BioAssay by National Center for Advancing Translational Sciences (NCATS).
rTrxR1 inhibitor: qHTS Assay for Inhibitors of Mammalian Selenoprotein Thioredoxin Reductase 1 (TrxR1): qHTS | recombinant rTrxR1, NADPH fluorescence consumption, selenite substrate | Potency, µM (top dose mostly 114 µM), inactives show top-dose activity change, negative = inhibition, hits mostly inhibitors | actives 1% (n = 390,000) | AID 588453, 2011; further: on the % scale 0 is the no-effect control and ±100 the full control effect; nearly all actives have a fitted effect of over 65% in size
Target sequence (O89049 whole entry, looked up): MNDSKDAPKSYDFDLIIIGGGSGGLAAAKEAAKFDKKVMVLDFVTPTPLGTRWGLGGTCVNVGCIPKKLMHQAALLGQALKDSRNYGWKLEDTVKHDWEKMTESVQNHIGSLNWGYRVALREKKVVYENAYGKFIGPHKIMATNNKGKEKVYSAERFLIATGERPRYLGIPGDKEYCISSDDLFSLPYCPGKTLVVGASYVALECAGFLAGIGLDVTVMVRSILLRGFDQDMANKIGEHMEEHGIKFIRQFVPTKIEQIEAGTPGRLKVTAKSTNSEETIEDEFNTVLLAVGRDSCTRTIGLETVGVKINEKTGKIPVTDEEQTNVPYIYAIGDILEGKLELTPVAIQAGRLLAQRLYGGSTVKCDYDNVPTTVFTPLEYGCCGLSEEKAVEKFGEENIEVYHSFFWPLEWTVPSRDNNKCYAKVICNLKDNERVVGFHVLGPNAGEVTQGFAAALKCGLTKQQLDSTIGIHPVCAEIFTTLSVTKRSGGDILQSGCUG
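Rat TrxR1 (90 nM in the dispensed reagent) was pre-reduced with 400 uM NADPH for 5 min at room temperature, then incubated with compound for 15 min. After 400 uM selenite was added, NADPH fluorescence (Ex 340/Em 450 nm) was followed for 8 min.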
USP1-UAF1 inh: Inhibitors of USP1/UAF1: Primary Screen; Potency, µM (top dose mostly 57.1 µM), for the others: at the highest dose activity change, negative = inhibition, usual class: inhibitors; AID 743255, 2014; Ubiquitin carboxyl-terminal hydrolase 1 (Homo sapiens), O94782; recombinant USP1/UAF1, Ub-Rhodamine cleavage fluorescence; actives 0.23% (n = 390,000); further: on the % scale 0 is the no-effect control and ±100 the full control effect; nearly all actives have a fitted effect of over 60% in size; inactives centre near -12
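In this screen, compounds sit with the deubiquitinase complex (1nM) for 15 min at room temperature before Ub-Rho is added at 150nM final. Fluorescence rise is then followed for 6 reads every 60 seconds.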
TrxR1 substrate: qHTS Assay for Substrates of Mammalian Selenoprotein Thioredoxin Reductase 1 (TrxR1): qHTS | Thioredoxin reductase 1, cytoplasmic (Rattus norvegicus), O89049 | purified TrxR1 substrate turnover, NADPH consumption readout | Potency, µM (top dose mostly 114 µM), for the others: at the highest dose activity change, negative = substrate turnover | actives 0.01% (n = 390,000) | AID 588456, 2011; further: on the % scale 0 is the no-effect control and ±100 the full control effect; nearly all actives have a fitted effect of over 50% in size
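Rat TrxR1, dispensed at 90 nM, was prereduced with 400 uM NADPH (final) for 5 min at ~22 deg C, then incubated with compound 15 min before 400 uM selenite. A first-read NADPH fluorescence drop versus no-compound background flagged substrates.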
RXFP1 ag: qHTS Assay for Agonists of the Relaxin Receptor RXFP1 | HEK293T-RXFP1 cAMP TR-FRET, 30 min; response scale: percent of porcine relaxin response, buffer zero | Potency, µM (highest dose often 57.5 µM), inactives show at the top dose activation, most hits filed as activators | actives 0.3% (n = 370,000) | AID 2676, 2010; further: on the % scale 0 is the no-effect control and ±100 the full control effect; nearly all actives have a fitted effect of over 60% in size; many of its hits are not listed in these tables
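cAMP rise read by TR-FRET after 30 min, 37C compound exposure (up to 58 uM) in RXFP1-transfected HEK293 cells with Ro 20174 present. EC50 from Hill-equation fits, with 29 nM porcine relaxin as 100% and buffer as basal.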
Vif-APOBEC3G blk: qHTS for Inhibitors of Vif-A3G Interactions: qHTS | DNA dC->dU-editing enzyme APOBEC-3G (Homo sapiens), Q9HC16 | HeLa A3G-eYFP + Vif (tagged APOBEC3G with the HIV-1 protein that degrades it), YFP fluorescence, overnight | Potency, µM (highest dose often 46.1 µM), for inactives: at the highest dose activity, negative = active, usual class: inhibitors | actives 0.076% (n = 410,000) | AID 602310, 2012;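 further: on the % scale 0 is the no-effect control and ±100 the full control effect; nearly all actives have a fitted effect of over 60% in size; hits raise eYFP signal because A3G escapes Vif-driven loss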
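HeLa cells stably expressing Vif and C-terminally eYFP-tagged A3G, seeded overnight at 37 deg C, then exposed to compound by pintool overnight at 37 deg C. Rise in yellow fluorescence (Ex 488/Em 500-530, Acumen) marks blocked Vif-driven A3G degradation.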
ALOX12 inh: Primary qHTS assay for inhibitors of human arachidonate 12S-lipoxygenase (ALOX12): Round 2; purified 12hLO, xylenol orange hydroperoxide absorbance; Potency, µM (titrated, usually from 108 µM), without a hit: at the top dose activity change, negative = inhibition, usual class: inhibitors; actives 1.1% (n = 580,000); AID 1671190, 2021; further: on the % scale 0 is the no-effect control and ±100 the full control effect
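Hydroperoxide product was detected by ferrous iron/xylenol orange as the 573 to 405 nm absorbance ratio. Arachidonic acid at 40 uM (final) was turned over for 30 min at room temperature by 150 nM human 12hLO, pH 7.0 Hepes buffer, after 15 min compound preincubation.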
mIDH1 inhibitor: qHTS for Inhibitors of mutant isocitrate dehydrogenase 1 (IDH1): qHTS; Isocitrate dehydrogenase [NADP] cytoplasmic (Homo sapiens), O75874; IDH1-R132H enzyme, NADPH consumption, diaphorase/resazurin fluorescence; Potency, µM (top dose mostly 76.6 µM), without a hit: at the top dose activity change, negative = inhibition, most hits filed as inhibitors; actives 0.093% (n = 390,000); AID 602179, 2012; further: on the % scale 0 is the no-effect control and ±100 the full control effect; nearly all actives have a fitted effect of over 65% in size
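IDH1-R132H (0.5 ug/mL dispensed) in pH 7.5 Tris buffer was preincubated 30 min with compound, then given a substrate mix of 0.016 mM NADPH and 2 mM alpha-KG for 80 min at room temperature; remaining NADPH was read by diaphorase/resazurin fluorescence.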
RGS4 inhibitor: Inhibitors of Regulator of G Protein Signaling (RGS) 4: qHTS; Transcreener GDP fluorescence polarization, RGS4-accelerated GTP hydrolysis; Potency, µM (series often up to 114 µM), for the others: top-dose activity change, negative = inhibition, usual class: inhibitors; AID 504845, 2011; Regulator of G-protein signaling 4 (Homo sapiens), P49798; actives 0.039% (n = 390,000); further: on the % scale 0 is the no-effect control and ±100 the full control effect; nearly all actives have a fitted effect of over 75% in size; some results filed as inactive show a strong effect at the top dose
Target sequence (P49798 whole entry, looked up): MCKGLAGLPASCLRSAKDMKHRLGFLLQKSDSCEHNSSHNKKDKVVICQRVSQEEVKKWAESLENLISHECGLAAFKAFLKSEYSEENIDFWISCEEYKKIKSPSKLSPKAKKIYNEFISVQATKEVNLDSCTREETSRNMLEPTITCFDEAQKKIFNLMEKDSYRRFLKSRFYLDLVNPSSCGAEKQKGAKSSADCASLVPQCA
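MLSMR compounds (23 nl, pin-transferred) preincubated 10 min at room temperature with a 500nM (2x) first reagent, then RGS4 at 900nM (2x) plus Transcreener GDP mix added; fluorescence polarization (620/688 nm) read before and after 90 min at 30 °C.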
Vif-APOBEC3F blk: qHTS for Inhibitors of Vif-A3F Interactions: qHTS; Potency, µM (doses to about 46.1 µM), for the others: at the highest dose activity, negative = active; HeLa A3F-eYFP + Vif (tagged APOBEC3F with the HIV-1 protein that degrades it), YFP fluorescence increase; actives 0.2% (n = 390,000); further: % of control where 0% means no effect; nearly all actives have a fitted effect of over 65% in size
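HeLa cells stably expressing A3F-eYFP plus Vif, plated and incubated overnight at 37 deg C, then exposed to compounds overnight at 37 deg C. Blocked degradation read as raised yellow fluorescence (Ex 488/Em 500-530).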
* hit, by the source's call; i = inactive; ? = inconclusive; . = not tested or not shown; & = joins results of further samples; ! = a repeat was not active; [ ] = another dose, or the depositor's remark. The call rests on the fitted dose curve; in most records, active means well fitted curve in the direction sought with a large enough effect; inconclusive means small, poorly fitted or top-dose-only effect, or another doubt; inactive means no such curve, though single readings can be large; an effect the other way counts as inactive or inconclusive. Potency means the concentration at half of the fitted maximal effect.

SMILES	rTrxR1 inhibitor	USP1-UAF1 inh	TrxR1 substrate	RXFP1 ag	Vif-APOBEC3G blk	ALOX12 inh	mIDH1 inhibitor	RGS4 inhibitor	Vif-APOBEC3F blk
COC(=O)[C@H](CCSC)NC(=O)NC1CCN(Cc2ccccc2)CC1	-11%	-12%	-1%	0.9%	-1%	0%	7%	-11%	9%
COc1ccc(C)cc1C(=O)CCC(=O)NCCc1ccc(S(N)(=O)=O)cc1	4%	0%	0%	3.7%	1%	?	3%	4%	-1%
O=C(NC1CC1)C1=NOC(CNc2ncc(C(F)(F)F)cc2Cl)C1 (stereo not given)	15%	-25%	2%	0.2%	3%	0%	7%	6%	-4%
CCN(CC)c1ccc(NC(=O)COC(=O)CSc2ccc(Br)cc2C)cc1	-25%	-8%	-18%	-0.8%	1%	?	-3%	-10%	-7%
CCOc1nc(C)cc(C)c1S(=O)(=O)c1cccc(Cl)c1	-4%	?	-8%	2.4%	1%	6%	16%	-11%	-24%
Cc1nnc(NC(=O)/C=C/c2ccco2)s1	?	?	?	0.0%	0%	2%	-3%	4%	-1%
COc1ccc(C(=O)NNC(=O)CSc2nnc(C(C)C)n2C)cc1	9%	-3%	-3%	1.5%	-1%	17%	10%	6%	-10%
CCOC(=O)c1cc2oc(C)cc2n1CC(=O)OC1CCCCC1	23%[57.1 µM]	-15%	8%[57.1 µM]	0.7%	0%	-29%	9%	-25%	3%
Cc1cc(=O)n2nc(N3CCC(C(=O)N4CCN(Cc5ccccc5)CC4)CC3)sc2n1	-8%	-6%	-4%	4.7%	-4%	i	0%	4%	6%
CC(C)COP(=O)(c1ccc(N(C)C)cc1)C(O)c1ccc(Br)cc1 (stereo not given)	14%	-10%	5%	-5.0%	0%	-13%	0%	-25%	0%
Cc1ccc2nc(Cl)c(C3CC(c4ccco4)=NN3S(C)(=O)=O)cc2c1 (stereo not given)	?	-23%	6%	8.9%	-2%	13µM*!	4%	-44%	-1%
COc1ccc(N(CC(=O)N2CCCCCC2)S(=O)(=O)c2ccc(OC)c(OC)c2)cc1	18%	?	7%	0.2%	-1%	5%	-3%	4%	2%
COc1cc(CN(C(=O)COc2ccc(Br)cc2)c2ccccn2)cc(OC)c1OC	16%	-11%	-7%	-1.4%	2%	-17%	-1%	13%	-4%
Cc1scc(C(=O)NNC(=S)NCC2CCCO2)c1-c1ccccc1 (stereo not given)	-15%	-15%	11%[57.1 µM]	0.9%	-3%	-14%	2%	-23%	-10%
COc1ccc(Nc2nc(-c3sc(N)nc3C)cs2)cc1	-27%	-15%	-10%	-1.1%	-13%	?	4%	?	.
COC1=C(Br)C(=O)c2nc(C)ccc2C1=O	.	25µM*	.	.	?	?	18%	.	?
CC(C)(C)NC(=O)NC(=O)CSc1nnc(COc2ccccc2Cl)o1	6%[2.29 µM]	-19%	-3%	2.5%	-2%	-7%&99%	10%	17%	.
Cc1csc(NC(=O)c2ccc3c(=O)n4c(nc3c2)CCCCC4)n1	5%	-20%	-3%	1.8%	0%	-2%	-9%	-21%	2%
Cn1c2ccccc2c(=O)c2c(=O)n(C3CCCCC3)c(-c3ccco3)nc21	-6%	5%	-9%	2.6%	-8%	?	26µM*	23%	-1%
Cc1cc(C)n2nc(CC(=O)NC3CCCCCCC3)nc2n1	23%	-1%	7%	-2.4%	1%	7%	4%	21%	-9%
COc1ccc(N2CCN(Cc3nc4c(c(=O)[nH]c(=O)n4C)n3Cc3cccc(Cl)c3)CC2)cc1	3%	-21%	-3%	-1.8%	5%	?	0%	-28%	0%
COC(=O)c1sc2nc(C)nc(SCC(=O)N3CCC(C(=O)O)CC3)c2c1C	8%	-16%	-5%	?	-2%	-9%	5%	-8%[56.9 µM]	5%
O=C(Oc1ccc(Cl)c(Cl)c1)C1=CC=CN2CCS(=O)(=O)N=C12	-5%	-13%	78%[activator]	.	2%	13%	-16%	1%	1%
CCN(CC)S(=O)(=O)c1cccc(NC(=O)COC(=O)CCC(=O)c2ccc(F)cc2)c1	7%[57.1 µM]	-15%	-11%	-0.1%	-8%	23%	-2%	-13%	-3%
Cc1cc(C)n(CC(=O)c2cccc(N)c2)n1	7%	-21%	2%	0.6%	0%	30%[activator]	0%	22%	30%
Further compounds follow.
SMILES	rTrxR1 inhibitor	USP1-UAF1 inh	TrxR1 substrate	RXFP1 ag	Vif-APOBEC3G blk	ALOX12 inh	mIDH1 inhibitor	RGS4 inhibitor	Vif-APOBEC3F blk
OC(CNCc1ccc(Cl)cc1)(c1ccccc1)c1ccc(F)cc1 (stereo not given)	2%[57.1 µM]	-18%	-3%[57.1 µM]	-2.3%	-3%	3%	-7%	3%	-25%
O=C(Cc1cccc(NC(=O)C2CCCN(C(=O)C3CC3)C2)c1)Nc1ccc(C(=O)N2CCCCC2)cc1 (stereo not given)	8%	-18%	-5%	.	0%	-5%	-15%	1%	-2%
c1ccc2c3c(c(CN4CCCCC4)cc2c1)COC3	15%[57.1 µM]	-14%	-18%[57.1 µM]	-3.1%	6%	40%[activator]	4%	-24%	-20%
COc1ccc(N(CC(=O)Nc2cccc(Cl)c2)S(=O)(=O)c2c(C)[nH]c(=O)[nH]c2=O)cc1	15%	-13%	5%	-1.6%	-1%	?	0%	-5%	-3%
CC(NC(=O)C(=O)Nc1c2c(nn1-c1ccc(F)cc1)CSC2)c1ccccc1 (stereo not given)	8%[57.1 µM]	-9%	3%[57.1 µM]	-1.1%	-5%	-60%	0%	-13%	-6%
Cc1cc(Oc2ccc(C)c(Cl)c2)nc(SCC(=O)c2ccccc2)n1	8%	-25%	0%	4.9%	0%	16%	3%	-21%	11%
Cc1ccc(-c2csc3nc(-c4ccncc4)[nH]c(=O)c23)cc1	0%	-14%	12%	0.7%	2%	15%	0%	-16%[11.4 µM]	?
CC1CCCC(NC(=O)COC(=O)CSc2ccc3ccccc3c2)C1C (stereo not given)	21%	-17%	-6%	7.5%	-4%	-8%	8%	-9%	17%
Cc1cc(C(=O)Nc2cccc(F)c2)c2c(C)nn(-c3cccc(Cl)c3C)c2n1	2%	-2%	7%	-3.5%	-9%	-1%	-14%	-18%	-14%
COc1cccc(NC(=O)C(=S)NC2CCCCC2)c1	1%[57.1 µM]	-17%	-6%[57.1 µM]	-0.6%	-1%	0%	11%	-33%	-16%
CCOC(=O)c1c(C)[nH]c(C)c1S(=O)(=O)N1CCCC(C(=O)Nc2ccc(OC)c(Cl)c2)C1 (stereo not given)	10%[57.1 µM]	-24%	0%[57.1 µM]	1.5%	2%	-28%	8%	-11%	1%
Nc1nc2ccccc2cc1S(=O)(=O)c1ccccc1	20%[57.1 µM]	-24%	25%[57.1 µM]	2.0%	-5%	1%	1%	11%	-5%
COc1ccc(CC(=O)Nc2sc3c(c2C#N)CC(C)(C)NC3(C)C)cc1OC	42%[11.4 µM]	-2%	6%	0.5%	-2%	1%	-11%	10%	5%
CCC1(C)Cc2c(C#N)c(N)n(N)c(=S)c2CO1 (stereo not given)	-19%	-3%	-18%	3.4%	1%	0%	-3%	-45%	-3%
Cc1ccc(S(=O)(=O)Cn2nnnc2CN2CCN(Cc3ccc4c(c3)OCO4)CC2)cc1	3%	-21%	2%	1.8%	0%	2%	0%	4%	-7%
COC(CNC(=O)c1cc(-c2ccncc2)nc2ccc(S(=O)(=O)N3CCOCC3)cc12)OC	15%	-12%	-4%	-3.2%	0%	5%	-4%	-18%[56.9 µM]	-3%
OCCCNc1nccc(-c2cc(Nc3cccc(Cl)c3)ncn2)n1	-25%	-34%	-4%	-4.0%	-14%	-8%	1%[38.3 µM]	?	-8%

Some of the compounds tested (hit frequency here may not be typical).
